All columns: NCI-60 one-dose screen, growth in % after 48 h at 10 µM unless noted; 100 = growth as untreated, 0 = no growth, -100 = all killed.
SW-620 – SW-620 colon cancer; 5.2% of 82,000 active; AID 1794795
HT29 – HT29 colon cancer | 7.4% of 81,000 active
HCT-15 – HCT-15 colon cancer; 5.2% of 82,000 active; AID 1794746
KM12 – KM12 colon cancer cells | 5% of 82,000 active
HCC-2998 – HCC-2998 colon cancer; 4.7% of 79,000 active; AID 1794799
SNB-75 – SNB-75 CNS cancer; 5% of 79,000 active
SNB-19 – SNB-19 CNS cancer cells; 2.5% of 81,000 active; AID 1794751
SF-268 – SF-268 CNS cancer cells; 3.1% of 82,000 active
HCT-116 – HCT-116 colon cancer; 7.3% of 82,000 active; AID 1794798
* = called active by the depositor; . = no result given; & = joins results of further samples. The calls were made as follows: active = growth percent below 10; inactive = the rest.

No.	compound	SW-620	HT29	HCT-15	KM12	HCC-2998
1	COc1cc(C(=C2O[C@@H]([C@H](O)CO)[C@H]3OC(C)(C)O[C@@H]23)c2cc(OC)c(OC)c(OC)c2)cc(OC)c1OC	.	104	101	104	.
2	CC1=NN(c2cccc(Cl)c2)C(=O)/C1=C\c1coc2ccc(Br)cc2c1=O	100	104	109	105	108
3	CC(=O)N1N=C(c2sc(Nc3ccccn3)nc2C)CC1c1ccccc1F (stereo not drawn)	80	41	23	50	95
4	CCCCNC(=O)NS(=O)(=O)c1ccc(CCl)cc1	101	115	94	104	110
5	COC(=O)c1cc(=O)nc(N/N=C/c2ccc(C)cc2)s1	106	104	86	110	106
6	CC(=O)n1c(N)nc2ccccc21	105	106	105	94	102
7	CCN(CC)Cc1ccc(-c2nn3c(=O)c(Cl)c(C)nc3s2)cc1	105	89	101	104	108
8	COc1ccc(/C(=C\c2ccc3c(c2)OCO3)C(=O)Nc2nc3ccccc3s2)cc1	108	95	93	101	109
9	COc1cccc(-c2nn(-c3ccccc3)cc2-c2ccnc(NCCNS(=O)(=O)c3ccccc3)c2)c1	44	17	20	22	27
10	CC1=C2[C@@H](O)C[C@]2(C)[C@H]2C[C@@](C)(CO)C[C@H]2[C@@H]1O	109	117	100	100	113
11	NS(=O)(=O)c1ccc(N2C(=O)c3ccc4c5c(ccc(c35)C2=O)C(=O)N(c2ccc(S(N)(=O)=O)cc2)C4=O)cc1	104	108	105	100	112
12	O=C(O)c1cccc2nc3c(C(=O)O)cccc3nc12	101	91	96	98	105
13	CC(c1ccccc1)N1C(=O)C(C2SC(=S)N(C(C)c3ccccc3)C2=O)SC1=S (stereo not drawn)	55	73	55	68	107
14	c1ccc(COCCOc2ccccc2)cc1	109	.	94	110	101
15	S=c1nc(Cc2nc3ccccc3s2)[nH][nH]1	102	98	106	97	99

No.	SNB-75	SNB-19	SF-268	HCT-116
1	96	105	96	97
2	102	100	107	95
3	84	61	73	31
4	85	109	97	98
5	92	109	104	105
6	90	.	96	99
7	82	111	101	91
8	103	109	96	85
9	68	43	50	29
10	101	106	109	105
11	99	104	101	100
12	83	101	102	102
13	89	79	92	57
14	70	.	109	98
15	79	97	104	92

(more compounds)
No.	compound	SW-620	HT29	HCT-15	KM12	HCC-2998
16	O=C(COc1cccc(/C=C2\CSc3ccccc3C2=O)c1)c1ccc(Cl)cc1	-100*	-86*	-50*	-80*	.
17	COc1ccc(NC(=O)Cn2c(Br)nc3c2c(=O)n(C)c(=O)n3C)cc1	101	96	98	104	105
18	C#CC1(OCC(CCl)OC(N)=O)CCCCC1 (stereo not drawn)	108	111	93	108	113
19	CN1CCCc2cc(/C=C3\SC(=S)N(C(Cc4ccccc4)C(=O)O)C3=O)ccc21 (stereo not drawn)	98	107	95	105	106
20	CCOc1ccc2nc(N(Cc3ccc(C(C)C)cc3)C(C)=O)sc2c1	100	98	90	105	92
21	C/C(=N\N1C(=O)c2ccccc2NC1c1ccccc1)c1c(O)cc(C)oc1=O (stereo not drawn)	95	95	57	86	81
22	COc1ccc(-c2nc(SCC(=O)Nc3ccc(C(C)=O)cc3)[nH]c(=O)c2C#N)cc1	112	101	103	101	105
23	COC(=O)c1cc(OC)nc(SC)n1	101	82	106	104	111
24	Cc1c(-c2ccc(Cl)cc2)n[nH]c1-c1[nH]nc(-c2ccc(Cl)cc2)c1C	102	100	99	105	106
25	CC(C)C(C(=O)O)n1c(O)c(C=C2N=c3ccccc3=N2)sc1=S (stereo not drawn)	98	110	100	105	110
26	COc1cc2c(cc1OC)C(C1CC1)N(S(N)(=O)=O)CC2 (stereo not drawn)	112	107	106	111	95
27	Cc1c(Cl)ccc2c(=O)c(C(=O)O)c[nH]c12	100	104	113	108	106
28	COc1cc(-c2cc(-c3ccc(N(C)C)cc3)nc(N3CCOCC3)c2C#N)cc(OC)c1OC	42	12	44	28	20
29	CC12CC(=O)C34OCC(=O)N3c3ccccc3C(O1)C4C2O (stereo not drawn)	97	104	101	101	106
30	COc1cc(-c2nn(-c3ccc(NC(=O)NCCCNC(=O)c4ccccc4)cc3)cc2-c2ccncc2)ccc1Cl	33	3.5*	20	20	32

No.	SNB-75	SNB-19	SF-268	HCT-116
16	95	61	30	-58*
17	80	101	106	83
18	84	.	104	101
19	88	94	97	101
20	86	99	95	95
21	96	80	73	91
22	88	97	101	76
23	105	102	104	94
24	130	.	104	83
25	84	95	106	99
26	91	97	105	93
27	93	98	116	111
28	25	45	36	12
29	88	98	97	97
30	25	56	38	9.6*

(further entries)
No.	compound	SW-620	HT29	HCT-15	KM12	HCC-2998
31	O=C1NC(=O)/C(=C/c2ccc(Cl)cc2Cl)S1	107	100	93	102	98
32	COc1ccc(Nc2cc(Cl)ccc2C(=O)O)cn1	103	106	106	99	110
33	O=C(Nc1ccccc1)Nc1nc2cc([N+](=O)[O-])ccc2o1	24	72	25	30	52
34	Nc1nc2[nH]c(=O)c(=O)[nH]c2c(=O)[nH]1	105	103	100	105	100
35	Nc1c(Cl)ncnc1NCCO	100	100	108	106	69
36	O=C(/C=C/c1cccs1)c1ccc(OCc2nnc(-c3ccc(Cl)cc3)o2)cc1	100	120	96	96	104
37	CCCCCCCCCCCCCCCCCCNc1c(Cl)c(N=NC(N)=S)c2ccccc2c1NNC(N)=S	91	95	81	92	100
38	CN1CCN(Cc2ccc(NC(=O)c3cncc(C#Cc4cnc5ccc(OCC(C)(C)O)nn45)c3)cc2C(F)(F)F)CC1	-16*	-23*	-39*	1.7*	-34*
39	O=C(c1nc2ccccc2[nH]1)C1C(c2cccc(O)c2)C2CSCN2[C@@]12C(=O)Nc1ccccc12 (stereo partly drawn)	92	104	103	89	101
40	Clc1ccc(CSc2cc(SCc3ccc(Cl)cc3Cl)nc(SCc3ccc(Cl)cc3Cl)n2)c(Cl)c1	103	115	98	114	118
41	CCCCOc1ccc(S(=O)(=O)N2CCN(c3nc4ccccc4c(=O)[nH]3)CC2)cc1	.	105	100	100	113
42	ClCC[n+]1ccccc1	106	107	106	116	104
43	Cn1nc(N)c2cc([C@@H]3Nc4ccc5[nH]ncc5c4[C@H]4C5CCC(C5)[C@@H]34)ccc21 (stereo partly drawn)	22	12	18	17	18
44	CC/C(=C(\c1ccc(O)cc1)c1ccc(OCCN(C)CCN(C)C(=O)CCC(=O)c2c(C)[nH]c(/C=C3\N=C(c4ccc[nH]4)C=C3OC)c2C)cc1)c1ccccc1	66	16	34	42	92
45	O=C(/C=C/c1ccc(OCc2ccccc2)cc1)c1c(F)cccc1F	105	116	92	121	103

No.	SNB-75	SNB-19	SF-268	HCT-116
31	70	90	92	87
32	99	97	103	102
33	106	47	60	46
34	100	104	106	109
35	96	100	115	106
36	88	98	101	72
37	71	105	84	91
38	-46*	-8.5*	-50*	-51*
39	74	98	88	89
40	96	111	115	103
41	96	96	96	109
42	103	102	109	109
43	-18*	30	43	15
44	92	108	70	65
45	85	100	116	94

Following part.
No.	compound	SW-620	HT29	HCT-15	KM12	HCC-2998
46	NS(=O)(=O)c1ccc(N/C=C/C(=O)c2ccc(F)cc2)cc1	105	106	100	103	107
47	O=C(N/N=C/c1c[nH]c2ccccc12)Nc1ccc(F)cc1	97	84	57	30	73
48	COc1ccc(NC(=O)OC(C)C)c(OC)c1	104	107	105	108	93
49	N#C/C(=C\c1ccc(O)cc1)n1nnc2cc(F)c(F)cc21	98	115	78	87	95
50	CCCCCCCCCCCCCCCCCC1=NCCN1CCOC1=C(Cl)C(=O)c2ccccc2C1=O	7.2*	65	55	51	100
51	Nc1c(C(=O)Nc2ccc(F)cc2)sc2nc(-c3cnccn3)cc(-c3cccs3)c12	103	109	92	107	115
52	O=C1CCCc2c1ccc1ccccc21	101&105	102&105	100&100	105&102	109
53	Cc1ccc(CN2CCSC(C(=O)Nc3ccccc3)C2)s1 (stereo not drawn)	90	89	84	85	94
54	O=C(Nc1nc2ccccc2s1)c1ccc(Cc2n[nH]c(=O)c3cccnc23)cc1	104	107	106	104	107
55	COc1cc2c(c(Cl)c1OC)CCN(C)CC2c1ccccc1 (stereo not drawn)	103	91	91	104	115
56	O=C1C(Cl)=C(Nc2cccc(C(F)(F)F)c2)C(=O)N1c1cccc(C(F)(F)F)c1	90	94	90	89	90
57	COc1ccc2nc(-c3ccc(Cl)cc3)cc(-c3nnc(SCC(=O)c4ccccc4)o3)c2c1	97	96	97	107	101
58	O=C(O)c1ccccc1Oc1cc(-c2ccco2)nc(OCCN2CCOCC2)n1	115	92	101	111	108
59	CN1CCN(c2nc(-c3csc(-c4ccncc4)n3)cc3ccccc23)CC1	74	26	17	63	49
60	CCCCCC(CCC)COC(=O)CBr (stereo not drawn)	102	112	94	110	113

No.	SNB-75	SNB-19	SF-268	HCT-116
46	91	106	103	108
47	83	86	74	67
48	105	111	106	102
49	84	95	79	82
50	87	81	91	44
51	103	99	102	108
52	99&86	113&105	100&103	100&96
53	77	90	92	82
54	98	95	101	102
55	95	.	.	77
56	72	80	88	90
57	119	95	96	124
58	92	97	114	98
59	63	78	73	25
60	114	98	107	104

Laid out differently: entries from further up.
Values run as follows: SW-620, HT29, HCT-15, KM12, HCC-2998, SNB-75, SNB-19, SF-268, HCT-116
(41) CCCCOc1ccc(S(=O)(=O)N2CCN(c3nc4ccccc4c(=O)[nH]3)CC2)cc1
→ ., 105, 100, 100, 113, 96, 96, 96, 109
(42) ClCC[n+]1ccccc1
→ 106, 107, 106, 116, 104, 103, 102, 109, 109
(43) Cn1nc(N)c2cc([C@@H]3Nc4ccc5[nH]ncc5c4[C@H]4C5CCC(C5)[C@@H]34)ccc21 (stereo partly drawn)
→ 22, 12, 18, 17, 18, -18*, 30, 43, 15
(44) CC/C(=C(\c1ccc(O)cc1)c1ccc(OCCN(C)CCN(C)C(=O)CCC(=O)c2c(C)[nH]c(/C=C3\N=C(c4ccc[nH]4)C=C3OC)c2C)cc1)c1ccccc1
→ 66, 16, 34, 42, 92, 92, 108, 70, 65
(45) O=C(/C=C/c1ccc(OCc2ccccc2)cc1)c1c(F)cccc1F
→ 105, 116, 92, 121, 103, 85, 100, 116, 94
(46) NS(=O)(=O)c1ccc(N/C=C/C(=O)c2ccc(F)cc2)cc1
→ 105, 106, 100, 103, 107, 91, 106, 103, 108
(47) O=C(N/N=C/c1c[nH]c2ccccc12)Nc1ccc(F)cc1
→ 97, 84, 57, 30, 73, 83, 86, 74, 67
(48) COc1ccc(NC(=O)OC(C)C)c(OC)c1
→ 104, 107, 105, 108, 93, 105, 111, 106, 102
(49) N#C/C(=C\c1ccc(O)cc1)n1nnc2cc(F)c(F)cc21
→ 98, 115, 78, 87, 95, 84, 95, 79, 82
(50) CCCCCCCCCCCCCCCCCC1=NCCN1CCOC1=C(Cl)C(=O)c2ccccc2C1=O
→ 7.2*, 65, 55, 51, 100, 87, 81, 91, 44
(51) Nc1c(C(=O)Nc2ccc(F)cc2)sc2nc(-c3cnccn3)cc(-c3cccs3)c12
→ 103, 109, 92, 107, 115, 103, 99, 102, 108
(52) O=C1CCCc2c1ccc1ccccc21
→ 101&105, 102&105, 100&100, 105&102, 109, 99&86, 113&105, 100&103, 100&96
(53) Cc1ccc(CN2CCSC(C(=O)Nc3ccccc3)C2)s1 (stereo not drawn)
→ 90, 89, 84, 85, 94, 77, 90, 92, 82
(54) O=C(Nc1nc2ccccc2s1)c1ccc(Cc2n[nH]c(=O)c3cccnc23)cc1
→ 104, 107, 106, 104, 107, 98, 95, 101, 102
(55) COc1cc2c(c(Cl)c1OC)CCN(C)CC2c1ccccc1 (stereo not drawn)
→ 103, 91, 91, 104, 115, 95, ., ., 77
(56) O=C1C(Cl)=C(Nc2cccc(C(F)(F)F)c2)C(=O)N1c1cccc(C(F)(F)F)c1
→ 90, 94, 90, 89, 90, 72, 80, 88, 90
(57) COc1ccc2nc(-c3ccc(Cl)cc3)cc(-c3nnc(SCC(=O)c4ccccc4)o3)c2c1
→ 97, 96, 97, 107, 101, 119, 95, 96, 124

Going on with the list:
No.	compound	SW-620	HT29	HCT-15	KM12	HCC-2998
61	O=C(Oc1cccc2ccccc12)Oc1cccc2ccccc12	110	118	106	97	105
62	N#CC1=C(N)Oc2c(ccc3ccccc23)C1c1cc(=O)oc2ccc(Cl)cc12 (stereo not drawn)	30	6.9*	26	21	37
63	CC(=O)C1(O)CCC2C3CC(C)C4=CC(=O)C=CC4(C)C3C(=O)CC21C (stereo not drawn)	113	94	99	104	.
64	O=c1[nH]c(N2CCc3ccccc3C2)nc2scc(-c3ccccc3)c12	99	96	98	90	102
65	CCCCCCCCCCC1OCC(C)O1 (stereo not drawn)	98	117	98	101	102
66	CCN(CC)C(=O)CCCC1CCCCC1	108	107	103	101	93
67	CNC(=O)CSc1nc2ccccc2c(=O)n1-c1ccc(S(=O)(=O)Nc2ccc(Cl)nn2)cc1	105	117	107	102	109
68	O=c1cc(-c2ccc(O)cc2)oc2cc(O)cc(O)c12	111	108	85	87	107
69	O=c1[nH]cc(C(F)(F)F)c(=O)[nH]1	108	103	102	110	88
70	c1cc(-n2nnc3cnccc32)ccn1	112	100	93	108	99

No.	SNB-75	SNB-19	SF-268	HCT-116
61	95	103	75	107
62	20	33	56	13
63	89	100	105	97
64	78	96	96	91
65	88	100	99	105
66	102	104	100	102
67	96	103	106	111
68	101	90	98	91
69	95	94	84	73
70	104	111	111	99

Compound activity (PubChem BioAssay)
